MEKK2 WT-MEK5 – modulators of MEK5 binding to wildtype MEKK2, primary screen, biochemical, multiplex bead flow cytometry, Alexa488-MEK5. Mitogen-activated protein kinase kinase kinase 2 (Homo sapiens), Q9Y2U5. Alexa488-MEK5 binding to MEKK2 WT; actives lie on both sides. binding response (% of control), % at 10 µM. hit rate 1.1% among 290,000; in the data active = binding response below about 67% or above about 130%
UBC9 SUMO inh – inhibitors of in vitro SUMOylation cascade, primary screen, biochemical, HTRF, uHTS. SUMO-conjugating enzyme UBC9 (Homo sapiens), P63279. HTRF SUMOylation assay, SAE1/SAE2 + UBC9. inhibition, % at 35 µM. hit rate 0.36% among 290,000. AID 2006, 2009; in the data active = inhibition above about 50%, passing the limit was not always enough; note: strong numbers were not always called active
Target sequence (P63279 whole entry, looked up): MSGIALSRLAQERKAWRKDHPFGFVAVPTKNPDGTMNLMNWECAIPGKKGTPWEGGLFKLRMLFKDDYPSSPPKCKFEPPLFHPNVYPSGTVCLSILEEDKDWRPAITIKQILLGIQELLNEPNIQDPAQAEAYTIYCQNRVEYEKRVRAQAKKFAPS
PfM18AAP inh – PfM18AAP inhibitors, malaria aminopeptidase, primary screen, biochemical, QFRET, recombinant enzyme | M18 aspartyl aminopeptidase (Plasmodium falciparum 3D7) | H-Glu-NHMec fluorogenic cleavage | inhibition, % at 7.35 µM | hit rate 1.2% among 290,000;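 active = inhibition above the campaign mean inhibition over all tested compounds plus 3 SD, cut at about 28% in these data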;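 note: 0% = plate median of test compound wells and 100% = 2 mM ZnCl2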
VIM-2 inhibitor – VIM-2 metallo-beta-lactamase inhibitors, primary screen, biochemical, epi-absorbance readout, Pseudomonas aeruginosa enzyme; hit rate 0.89% among 290,000; inhibition, % at 5.6 µM; AID 1527, 2009; purified VIM-2, nitrocefin hydrolysis, epi-absorbance fluorescence;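 active = inhibition above the mean of all tested compounds plus 3 SD, cutoff set per screening run, cut at about 7.5% in these data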;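 note: red hydrolysis product quenches plate fluorescence so inhibitors raise well fluorescence; 0% = enzyme with DMSO and 100% = DMSO without enzyme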
NS3 helicase inh – inhibitors of HCV NS3 helicase, primary screen, biochemical, Cy5 molecular beacon fluorescence; inhibition, % at 10.9 µM; hit rate 0.56% among 290,000; NS3 helicase DNA unwinding;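 active = inhibition above the mean of all tested compounds plus 3 SD, set per campaign, cut at about 35% in these data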;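 note: 0% = DMSO wells and 100% = thioflavine S control wells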
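Compound dosing – single dose, 10.9 µM nominal final, DMSO 0.8% final · System – NS3 helicase fragment of HCV · Buffer or medium – MOPS pH 6.5, MgCl2, DTT, Tween20, BSA · Signal – Cy5 beacon fluorescence read at start and 1 h · Also added – annealed dual-labelled DNA beacon duplex, ATP-started · Schedule – 1 h at 25 °C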
MEKK2 mut-MEK5 – MEK5 binding signal on mutant MEKK2 PB1, primary screen, biochemical, multiplex bead flow cytometry, Alexa488-MEK5. AID 1530, 2009. Alexa488-MEK5 binding to MEKK2 mutant. hit rate 0.35% among 290,000. percent response, % at 10 µM; in the data active = percent response above about 24%, passing the limit was not always enough; note: inactives centre near 1; some results filed as inactive read as strong as hits
NALP1 yeast inh – NALP1 inflammasome inhibitors in reconstituted yeast, colorimetric, S. cerevisiae, triplicate retest; S. cerevisiae NALP1/ASC/caspase-1 growth, X-gal OD620, 72 h; inhibition, % at 10 µM; hit rate 0.61% among 280,000; AID 2071, 2009; in the data active = inhibition mostly above about 24%, no sharp cut-off; inactive = mostly below about 32%; note: some compounds called inactive have numbers as strong as hits
IMP-1 inhibitor – IMP-1 metallo-beta-lactamase inhibitors, primary screen, biochemical, epi-absorbance readout, Pseudomonas aeruginosa enzyme. inhibition, % at 5.6 µM. purified IMP-1, nitrocefin hydrolysis, epi-absorbance fluorescence. AID 1556, 2009. hit rate 0.45% among 290,000. metallo-beta-lactamase IMP-1 (Pseudomonas aeruginosa);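 active = inhibition above the mean plus 3 SD of all compounds in the same screening run, cut at about 4.5% in these data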;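 note: 0% = IMP-1 with DMSO and 100% = DMSO wells lacking enzyme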
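assay system = purified recombinant IMP-1 metallo-beta-lactamase enzyme | schedule = 15 min preincubation plus 25 min reaction at 25 °C | signal = Epi-absorbance fluorescence, 480 nm excitation, 530 nm emission | read-out basis = percent inhibition from optical density relative to buffer-blank wells | controls = IMP-1 with DMSO as 0%, enzyme-free DMSO as 100%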
DNA FID counter – compounds displacing fluorescent DNA intercalator, primary screen, artefact control for HCV NS3 helicase inhibitor project, biochemical, FID fluorescence. DNA fluorescent intercalator displacement. inhibition, % at 7.9 µM. hit rate 0.17% among 290,000; in the data active = inhibition above about 37%;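 note: 0% = vehicle and 100% = reference compound; higher means more ethidium bromide displaced from hairpin DNA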
The depositor's hits bear a star; x = not tested or not shown.

Below each compound – MEKK2 WT-MEK5, UBC9 SUMO inh, PfM18AAP inh, VIM-2 inhibitor, NS3 helicase inh, MEKK2 mut-MEK5, NALP1 yeast inh, IMP-1 inhibitor, DNA FID counter
- Cc1[nH]c2ccccc2c1/C=N/NC(=O)c1cc(-c2ccccc2)n[nH]1
 : 89, -38, 12, -1.4, 12, -9, x, -0.9, 7
- COc1ccc(NC(=O)CCOc2ccccc2)cc1
 : 101, 17, -7, -1.1, -5, 11, 30, -1.4, -5
- O=C(COc1ccccc1Cl)NCCNC(=O)c1cccnc1
 : 90, 6, -6, 0.3, 15, -3, 15, -2.3, -7
- O=C(OC1CSc2nc3ccccc3n2C1)c1ccco1 (stereo not drawn)
 : 96, -5, 0, -5.2, 10, -6, 4, -2.6, -5
- CCOC(=O)C1CCN(CC(O)COC(CC)c2ccccc2)CC1 (stereo not drawn)
 : 100, 3, -4, -1.1, -1, -4, 27, 0.0, -5
- CCN(Cc1ccccc1)S(=O)(=O)c1ccc(S(=O)(=O)N2CCN(CCC#N)CC2)cc1
 : 102, 2, 4, -2.7, 17, 1, 18, -3.7, 5
- Cc1ccc(Nc2cc(C)nc(-c3ccccc3)n2)cc1
 : 101, -38, 0, -2.2, -10, 0, 12, -2.2, 1
- COc1ccc(NC(=O)NC2CCCc3ccccc32)cc1OC (stereo not drawn)
 : 105, 16, -9, -0.4, 3, 6, 5, -0.5, -22
- COc1ccccc1NC(=O)Nc1ccc2c(c1)OCCO2
 : 99, -16, 2, -0.8, -1, -1, x, -5.0, -2
- COc1ccc(CNC(=O)COC(=O)CCc2c[nH]c3ccccc23)cc1
 : 70, 3, -8, 3.0, 4, -15, 3, -1.1, -12
- Cc1ccc(-c2n[nH]c(=O)c3ccccc23)cc1S(=O)(=O)NCCN1CCOCC1
 : 106, 14, 4, 7.5, -6, 12, 7, -1.8, 9
- COc1ccc(S(=O)(=O)c2c(O)c3ccc(C(=O)Nc4ccccc4F)cc3[nH]c2=O)cc1
 : 96, 13, -4, 2.5, 9, -1, 13, 0.8, -43
- O=C(NC(=S)Nc1ccccc1N1CCCCC1)c1ccc(F)cc1Cl
 : 100, -13, 1, -1.6, 2, 0, -2, -3.3, -14
- CC(=O)c1cccc(-n2c(CCC(=O)O)ccc2-c2ccccc2)c1
 : 104, 17, -16, -1.7, 6, 7, -3, -1.7, -32
- COc1cc(OC)c(N(C)S(=O)(=O)c2cccc(C(=O)NC3=NCCS3)c2)cc1Cl
 : 99, 16, 2, -1.5, -18, 0, -17, -1.9, -23
- O=C1Nc2cc(C(=O)N3CCOCC3)ccc2S/C1=C\c1ccccc1
 : 99, 16, -9, -0.8, -2, -5, 21, -1.1, -40
- Cc1cc(Cl)ccc1OCCCC(=O)N/N=C/c1cccc([N+](=O)[O-])c1
 : 103, -6, -7, -2.3, 2, -1, x, 0.4, -3
- COc1cnc(SCCC(F)=C(F)F)[nH]c1=O
 : 94, 1, 1, -2.4, -2, -8, -8, -3.7, -3
- Cc1cccc2c(N=O)c(O)n(CCc3ccccc3)c12
 : 100, 12, 7, -2.3, 15, 0, 8, -2.4, -22
- CC(C)c1ccc(NC2CCCN(C(=O)c3cnn(C(C)C)c3)C2)cc1 (stereo not drawn)
 : 109, -3, 10, -2.6, 0, 6, 2, -2.4, -45
- Cc1cccc(N2CCN(C(=O)c3ccccc3NC(=O)C3=CSCCO3)CC2C)c1 (stereo not drawn)
 : 92, -6, 0, -2.0, -22, -1, 5, -2.5, -48
- Cc1ccccc1OCC(=O)NN1CCN(C)CC1
 : 107, 9, -3, -1.1, -8, 11, 39, 0.0, 0
- COc1ccc(Cn2c(C)c(C)c(C#N)c2NC(=O)Nc2cccc(C)c2)cc1
 : 101, 38, 2, 1.5, -14, 2, -12, -0.8, -3
- COc1cc(C)nc(Oc2ccc(OCCOc3ccccc3)nn2)n1
 : 96, 25, 4, -5.4, -1, -8, -9, -1.8, -10
- CCCOC(=O)c1ccc(O)c(OC)c1
 : 91, 13, -1, -5.0, -1, -7, 0, -5.0, 7
- COC(=O)c1ccc(/C=N\NC(=O)CC(=O)NCCc2ccccc2)cc1
 : 93, 9, -1, -2.0, -6, 1, 1, -1.4, 2
- COc1cc(/C=C/c2nc3ccccc3c(=O)[nH]2)cc(Cl)c1O
 : 100, 19, 5, -0.7, -2, -2, 15, -1.5, -8
- CC(=O)Oc1ccc(/C=C2/C(=O)N(c3ccccc3)N=C2C)cc1
 : 112, 32, 13, -4.4, 28, 16, 18, -4.2, -15
- Cc1ccccc1-n1c(-c2csc(C)c2C)n[nH]c1=S
 : 98, 8, 27, 11*, 11, -2, 19, -3.5, -27
- O=C(NC(=S)N1CCCc2ccccc21)c1ccc(Cl)cc1
 : 97, 15, -5, -2.1, 9, -2, 10, -2.6, -6
- O=C(N/N=C/c1cc(Br)c(O)c(Br)c1)C1CC1
 : 106, 13, 3, -3.2, 6, 4, 7, -3.5, 1
- COC(=O)C1=C(C)NC(=S)NC1c1ccc(-c2ccccc2C(=O)OC)o1 (stereo not drawn)
 : 61, 18, 7, -0.6, 7, -16, -18, -1.7, -20
- CCOCCCn1c(-c2ccc(Cl)cc2)n[nH]c1=S
 : 90, 7, 8, 5.5, 2, -5, 1, -2.2, -7
- ClCC1=Nc2cccc3cccc(c23)N1
 : 58, 11, 15, 1.2, -6, -11, x, -1.7, 14
- CCN1CCN(C(=O)c2ccc(CS(=O)(=O)Cc3ccccc3C)o2)CC1
 : 102, x, -13, 0.6, 15, 0, 27, 0.2, 3
- CC(C)c1ccc2nc(SCC(=O)NCC3CCCO3)c(C#N)cc2c1 (stereo not drawn)
 : 103, -3, 1, 2.0, -2, -1, 17, -2.2, -38
- CCCCOc1ccc(NC(=O)[C@@H]2CCCN2C(=O)C2CCN(S(=O)(=O)c3ccc(C)cc3)CC2)cc1
 : 102, -26, 2, -2.3, -21, -2, 37, -1.9, -30
- O=C(NCc1ccncc1)C(=O)Nc1ccc2c(c1)OCO2
 : 96, -6, 7, -4.8, 8, -7, 0, -2.8, -5
- Cc1c(Cl)cccc1NC(=O)NCc1ccccn1
 : 111, 12, -8, -3.3, 9, 11, 12, -0.7, -3
- CCCOc1ccccc1C1NC(=O)NC(C)=C1C(=O)OCCOC (stereo not drawn)
 : 97, 1, 1, -3.1, 6, 3, -20, -2.0, -12
- Cc1ccc(Cl)c2c1NC(=O)C2(O)CC(=O)c1ccc(F)cc1 (stereo not drawn)
 : 102, 21, 17, -2.7, 10, 13, 16, -2.2, -9
- O=[N+]([O-])c1ccccc1S(=O)(=O)Oc1ccccc1/C=N/n1cnnc1
 : 97, -5, 5, -0.6, 8, -2, 38, -1.6, 1
- Cc1ccc(CN2CCN(Cc3cnc(N(C)C)s3)CC2CCO)o1 (stereo not drawn)
 : 93, 9, 3, -4.7, 7, -10, 4, -1.7, 3
- O=C(O)C1CC=CCC1C(=O)N1CCc2ccccc21 (stereo not drawn)
 : 104, 31, -2, -2.3, 12, 8, 16, -4.7, 4
- Cc1cccc(-c2noc(CN(C)C(=O)c3ccc4c(c3)OCO4)n2)c1
 : 103, -7, -5, -3.2, -4, -2, 15, -2.9, -32
- CCOC(=O)N1CCC(NC(=O)c2ccc3snnc3c2)CC1
 : 100, -4, -1, -1.2, 10, 0, 32, -4.4, -3
- COc1ccc(CNC(=O)CS(=O)CC(=O)O)cc1OC (stereo not drawn)
 : 101, 3, 2, -0.4, 0, -1, -7, -0.3, -5
- CSc1ccc(CN(C)CC(=O)Nc2ccc(C)cc2Br)cc1
 : 93, -18, -14, -1.2, -16, -5, 49, -1.9, -8
- O=C(O)c1cccc(N2C(=O)c3cccc4cccc(c34)C2=O)c1
 : 105, 11, -1, -1.4, -2, 9, -10, -3.6, -8
- CC(/C=N/NC(=O)c1ccccc1F)=C\c1ccccc1
 : 111, 4, -21, -2.6, 4, 7, 10, -1.2, -19

More compounds follow:
Below each compound – MEKK2 WT-MEK5, UBC9 SUMO inh, PfM18AAP inh, VIM-2 inhibitor, NS3 helicase inh, MEKK2 mut-MEK5, NALP1 yeast inh, IMP-1 inhibitor, DNA FID counter
- Cc1nnc(NC(=O)CC(NC(=O)C(F)(F)F)c2ccccc2)s1 (stereo not drawn)
 : 112, 18, 2, -0.7, -6, 12, 29, -3.0, 6
- CC(C)C[C@H](NC(=O)[C@@H]1Cc2c([nH]c3ccccc23)C2c3ccccc3C(=O)N21)C(=O)N1CCC[C@@H]1C(=O)O (stereo partly drawn)
 : 100, 11, 1, -1.9, 15, -1, 7, -3.3, -21
- O=c1nc(SCc2ccc(Cl)cc2)nc(-c2ccccc2)[nH]1
 : 97, 34, -13, -0.9, 18, -1, 14, -0.3, -15
- CCCCOC(=O)Nc1sc2c(c1C(=O)OC)CCC2
 : 110, -1, -7, -0.6, 10, 10, -10, -1.7, -3
- COCCN(C(=O)CCC(=O)Nc1ccccn1)C(C(=O)NCCC(C)C)c1ccc(F)cc1 (stereo not drawn)
 : 102, 7, -6, -0.5, 1, -2, -11, -0.6, -30
- CCCCS(=O)(=O)N1CCCC(C(=O)Nc2ccc3c(c2)CCC3)C1 (stereo not drawn)
 : 101, -6, -4, 0.9, 1, 2, 27*, 0.5, -26

Compound profiles (already shown). Order of values: MEKK2 WT-MEK5, UBC9 SUMO inh, PfM18AAP inh, VIM-2 inhibitor, NS3 helicase inh, MEKK2 mut-MEK5, NALP1 yeast inh, IMP-1 inhibitor, DNA FID counter
O=C(NC(=S)Nc1ccccc1N1CCCCC1)c1ccc(F)cc1Cl in the list: 100, -13, 1, -1.6, 2, 0, -2, -3.3, -14
COc1ccc(CNC(=O)COC(=O)CCc2c[nH]c3ccccc23)cc1 in the list: 70, 3, -8, 3.0, 4, -15, 3, -1.1, -12

Compound activity as filed in PubChem.
